Screening results deposited in PubChem by several laboratories.
Mdm2 ligase inh = blocks human Mdm2 ubiquitin ligase activity; cell-based MDM2 ubiquitination luciferase reporter, 2 h; 0 = plate control, 100 = twice control, blank-subtracted; signal enhancement, % at 5 µM; actives 0.11% (n = 210,000); AID 1230;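 active = signal enhancement of 30% or more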;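 note: luminescence tracks abundance of the self-degrading MDM2-luciferase fusion protein; higher signal means inhibition of MDM2 E3 ligase activity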
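Test system: stable mammalian line carrying autodegrading MDM2–luciferase fusion reporter; quantity: 2000 cells in each well; times: 4 h cell settling then 2 h compound exposure, 37 °C; detection: luminescence with SteadyLite reagent, 15 min at room temperature; evaluation: percent signal gain over controls, blank-subtracted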
NPY1 pot ag = potentiates or activates human NPY-Y1 receptor. AID 1304. NPY-Y1 expressing cells, potentiator/agonist activation. P25929. actives 0.37% (n = 220,000). activation, % at 3.6 µM; in the data active = activation above about 33%, passing the limit was not always enough;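 note: cells stimulated with NPY at EC10 then isoproterenol at EC100; 0% = low agonist plus stimulus and 100% = saturating agonist plus stimulus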
Runt-CBFb FRET = Runt domain-CBFb interaction inhibition. Q01196+Q13951. Cerulean-Runt/Venus-CBFb FRET ratio 530/480, 1 h. inhibition, % at 20 µM. actives 0.46% (n = 220,000). AID 1496;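 active = inhibition over about 50% at 20 µM in the single-dose screen, limit read from the data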;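 note: 0% = DMSO wells and 100% = excess unlabeled CBFb competitor control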
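Measured by: fluorescence energy transfer, 422 nm excitation, 530/480 nm emission; test system: Cerulean-tagged RUNX1 Runt domain (FRET donor) fusion protein; buffer or medium: Tris pH 7.5 buffer with BSA; compound: one dose, 20 µM compound, 1% DMSO; times: two 1 h room-temperature incubations shielded from light; benchmarks: unlabeled CBFb 5 µM, positive control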
Runt-SMMHC FRET = inhibitors of human RUNX1 Runt domain binding to CBFb-SMMHC | Q01196+Q13951 | actives 0.74% (n = 220,000) | AID 1434 | Cerulean-Runt/Venus-CBFb-SMMHC FRET ratio 530/480, 1 h | inhibition, % at 20 µM;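 active = mean inhibition across duplicate retests at 20 µM reaching about 50%, limit read from the data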;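 note: 0% = DMSO wells and 100% = wells with excess untagged CBFb-SMMHC; inhibitors lower the FRET ratio by blocking Runt binding to CBFb-SMMHC; some results filed as inactive read as strong as hits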
NPY Y1 blocker = NPY-Y1 (human) receptor antagonism; HEK293-CNG Y1 cells, membrane potential fluorescence; NPY at EC95, then isoproterenol; inhibition, % at 3.6 µM; actives 1% (n = 200,000); AID 1040;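 active = inhibition above the campaign mean inhibition of all tested compounds plus 3 SD, cut at about 20% in these data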;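 note: 0% = DMSO wells given NPY plus isoproterenol and 100% = isoproterenol alone without NPY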
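Material: HEK293 cells with Y1 receptor plus CNG channel; times: compound incubation 1 h at room temperature, readout 45 min post-stimulation; signal: fluorescence, membrane potential probe; read-out basis: fluorescence ratio normalized to % inhibition between controls; benchmarks: full-block control isoproterenol-only wells, zero-block control NPY plus isoproterenol wells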
p97 ATPase inh = human p97 ATPase inhibition; P55072; recombinant p97 ATPase, Kinase-Glo ATP luminescence, 3 h; inhibition, % at 8 µM; actives 0.42% (n = 220,000); AID 1481; in the data active = inhibition above about 15%;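 note: 0% = DMSO vehicle and 100% = wells lacking enzyme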
Target sequence (P55072 whole entry, looked up): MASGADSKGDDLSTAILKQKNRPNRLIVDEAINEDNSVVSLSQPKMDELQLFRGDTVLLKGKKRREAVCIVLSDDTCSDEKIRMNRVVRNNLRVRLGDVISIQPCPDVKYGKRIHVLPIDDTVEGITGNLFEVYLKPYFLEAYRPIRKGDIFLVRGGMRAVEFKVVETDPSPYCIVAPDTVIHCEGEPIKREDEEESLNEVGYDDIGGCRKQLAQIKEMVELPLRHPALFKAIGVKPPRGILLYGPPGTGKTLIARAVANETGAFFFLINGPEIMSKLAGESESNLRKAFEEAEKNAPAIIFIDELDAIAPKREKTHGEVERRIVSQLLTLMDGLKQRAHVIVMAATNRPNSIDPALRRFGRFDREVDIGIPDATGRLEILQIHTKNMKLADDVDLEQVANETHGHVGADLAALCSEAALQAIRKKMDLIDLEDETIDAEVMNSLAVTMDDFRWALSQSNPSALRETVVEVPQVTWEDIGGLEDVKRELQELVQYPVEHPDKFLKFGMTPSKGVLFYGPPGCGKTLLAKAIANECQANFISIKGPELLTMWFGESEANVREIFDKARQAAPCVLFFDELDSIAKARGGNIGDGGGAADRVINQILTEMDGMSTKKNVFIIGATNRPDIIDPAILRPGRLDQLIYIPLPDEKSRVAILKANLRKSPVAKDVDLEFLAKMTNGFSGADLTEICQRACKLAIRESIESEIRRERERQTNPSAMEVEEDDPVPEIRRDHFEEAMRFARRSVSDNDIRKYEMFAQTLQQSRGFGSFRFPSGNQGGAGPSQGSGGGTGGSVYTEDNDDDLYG
Hck-Nef inh = human Hck-Nef kinase inhibition | P08631 | Recombinant Hck-YEEI plus Nef, Z-Lyte FRET kinase assay | actives 0.68% (n = 220,000) | inhibition, % at 20 µM;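 active = Hck-Nef kinase inhibition above about 50%, limit read from the data; inactive = inhibition below that limit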;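 note: 0% = DMSO with Hck plus Nef and 100% = Hck alone without Nef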
NPY2 pot ag = potentiates or activates human NPY-Y2 receptor | P49146 | cells expressing NPY-Y2, potentiator/agonist read-out | activation, % at 3.6 µM | actives 0.45% (n = 220,000) | AID 1359; in the data active = activation above about 27%;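 note: cells stimulated with NPY near EC25 plus isoproterenol at EC100; 0% = vehicle plus submaximal agonist and 100% = vehicle plus saturating agonist; some results beyond the cut were filed as inactive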
RBBP9 inh = human RBBP9 hydrolase inhibition | recombinant RBBP9, FP-Rh probe fluorescence polarization | inhibition, % at 7.94 µM | O75884 | actives 0.2% (n = 220,000);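 active = inhibition above the campaign mean of all tested compounds plus 3 SD, cut at about 14% in these data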;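 note: plate controls were DMSO wells with RBBP9 for no effect and wells lacking RBBP9 protein for full effect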
Target sequence (O75884 whole entry, looked up): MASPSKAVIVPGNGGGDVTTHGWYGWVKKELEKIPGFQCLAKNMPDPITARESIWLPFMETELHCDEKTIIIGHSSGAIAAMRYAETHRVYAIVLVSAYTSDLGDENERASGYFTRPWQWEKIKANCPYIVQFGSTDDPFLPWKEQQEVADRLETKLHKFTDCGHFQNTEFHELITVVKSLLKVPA
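System: RBBP9 protein | Quantity: 2.5 µM RBBP9 dispensing solution, before mixing | Reagent: FP-Rh probe, 375 nM dispensing solution | Timing: Enzyme-compound preincubation 30 min, then probe labeling 45 min, 25 °C | Measured by: Fluorescence polarization | Read-out: % inhibition | Replication: One well per compound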
Numbers without * were called inactive; · = no result given.

SMILES	Mdm2 ligase inh	NPY1 pot ag	Runt-CBFb FRET	Runt-SMMHC FRET	NPY Y1 blocker	p97 ATPase inh	Hck-Nef inh	NPY2 pot ag	RBBP9 inh
CNC(=O)c1cc(C(=O)c2ccc(C(F)(F)F)cc2F)c[nH]1	-16.1	9.3	0.9	-0.4	-5.0	4.8	16.2	13.8	-6.1
CN(C)c1nc(SCC#N)nc(N2CCOCC2)n1	-13.2	2.2	0.7	0.9	-3.7	1.7	1.3	5.6	-8.1
CCCCOc1ccc(C(=O)N/C(=C/C=C/c2ccccc2)C(=O)NC)cc1	4.0	-18.5	-5.6	-2.5	8.6	-0.6	1.3	-20.8	-2.9
CCCNC(=O)NC(=O)CSc1nncs1	-14.4	9.4	2.1	-10.0	2.0	4.7	13.7	9.4	-7.6
CCn1c(SCC(=O)Nc2sc3c(c2C#N)CCC(C(C)(C)C)C3)nnc1-c1ccco1 (stereo unspecified)	-12.1	5.2	-4.7	4.1	5.3	-1.2	2.2	-3.2	-14.0
COc1ccc(CNC(=O)C(c2cccs2)N(Cc2ccco2)C(=O)Cc2cccs2)cc1 (stereo unspecified)	-6.2	0.5	0.3	-5.6	6.0	-0.7	-7.0	-5.3	-8.8
CC(C)(C)c1ccc(C(=S)N2CCN(c3ccccc3)CC2)cc1	-13.8	-33.5	21.6	-3.8	·	-1.0	-20.8	-2.5	-9.9
CCn1c(CN2c3ccccc3Sc3ccccc32)n[nH]c1=S	-12.2	26.5	5.5	3.5	·	7.8	-17.3	21.5	-0.3
CCOc1ccc(NC(=O)N(C2CCCCC2)C(C)c2ccncc2)cc1 (stereo unspecified)	-4.4	3.8	-1.9	-1.1	5.8	-0.1	2.1	-4.4	-6.9
NC(=O)[C@@H]1CCCCNc2c(F)cc([N+](=O)[O-])cc2C(=O)N[C@@H](CCCN=C(N)N)C(=O)NCC(=O)N1	·	-15.2	-1.4	0.6	6.9	0.6	-3.3	-4.9	-0.2
O=C(CN(c1cccc(C(F)(F)F)c1)S(=O)(=O)c1ccc(Cl)c([N+](=O)[O-])c1)NCc1ccccc1Cl	-5.5	35.8	0.5	-3.2	-7.4	-0.1	1.5	22.8	-13.7
O=C(CSc1nnc(Cc2ccccc2)n1Cc1ccco1)NC12CC3CC(CC(C3)C1)C2	1.6	3.7	4.5	2.1	22.6*	-3.2	1.5	0.5	-7.1
CN(C)c1ccc(C=NCCc2ccc(S(N)(=O)=O)cc2)cc1	-41.6	-2.3	-0.6	-2.7	7.9	2.6	25.2	-8.0	-3.5
NC(=O)NC(=O)COC(=O)c1ccc2c(c1)C(=O)N(Cc1ccccc1)C2=O	-3.6	20.8	-1.0	-3.7	·	7.9	21.7	6.9	2.8
CC(=O)c1cn(CC(=O)NCc2ccc3c(c2)OCO3)c2ccccc12	-4.3	2.2	0.5	-0.3	-5.3	4.0	7.7	5.4	1.0
Cc1[nH]n2c(=O)cc(C(C)(C)C)nc2c1-c1ccccc1	4.6	4.8	-1.2	-2.2	5.4	1.4	1.2	-14.5	2.4
COc1ccc(NC(=O)CN2CCN(c3ccc(Cl)cc3)CC2)c(OC)c1	-4.3	-49.0	1.7	-2.7	7.3	-9.6	-1.0	-33.4	-13.5
COc1ccc(CCN(C)Cc2ccc(OC)c(OCc3ccccc3)c2)cc1OC	-10.7	-15.5	-1.2	1.3	2.7	-1.0	0.2	-17.5	-7.6
Cc1ccccc1NC(=O)C1CC(=O)N(c2ccccc2F)C1 (stereo unspecified)	-38.1	-28.3	1.0	-9.5	5.4	-0.3	1.0	5.6	2.3
COc1ccc(OC)c(-n2c(=S)[nH]c3c(sc(=S)n3-c3ccccc3)c2=O)c1	-1.2	-11.2	-0.6	-4.2	5.9	2.7	18.1	9.5	-2.8
Cc1c(C#N)c(=O)oc2ccc3ccccc3c12	5.6	6.2	70.6*	97.3*	-0.5	0.1	7.8	-3.7	-6.6
C#CCOC(=O)c1ccccc1C(=O)n1nnc2ccccc21	-21.2	-20.1	-1.2	-0.2	5.8	-5.3	-3.1	-1.8	-9.6
CC(=O)Nc1ccc(Nc2c([N+](=O)[O-])c(=O)n(-c3ccccc3)c3ccccc23)cc1	-4.1	-11.6	-0.3	-0.8	3.4	-2.9	19.8	0.5	-7.5
CCCN1CNC(=S)N(c2cccc(C)c2C)C1	7.0	15.4	-1.3	-4.5	-0.9	7.1	-1.7	-29.8	-5.6
CN(C[C@H](Cc1ccccc1)N(CCN(CCc1ccccc1)N=O)N=O)N=O	·	1.6	-0.6	-0.7	-1.4	1.6	-0.9	3.4	-6.0
COc1ccc(C(=O)Nc2c(N)nc(SCC(=O)N3CCC(C)CC3)[nH]c2=O)cc1OC	-12.6	-3.3	2.8	-0.9	0.7	-1.4	0.8	-8.1	3.1
O=C(CC1SC2=NCCN2C1=O)Nc1ccc(Cl)cc1 (stereo unspecified)	-11.3	-6.5	-2.5	-1.0	7.7	1.6	-9.3	6.1	1.2
CCOC(=O)N1CCC2(O)CCCCC2C1c1ccc(F)cc1 (stereo unspecified)	-25.5	20.0	-2.1	1.0	-0.2	0.7	-1.0	8.8	1.7
COC(=O)CCCC1=CC2=CC(=O)C(C)(OC(=O)c3cccs3)C(=O)C2=CN1CCCCO (stereo unspecified)	7.0	·	-1.5	-1.1	·	·	15.8	·	·
CCCOC(=O)c1cc2ccccc2oc1=O	-25.1	-3.7	-0.5	0.7	1.9	-2.8	-6.0	-13.3	-9.1
Cc1ccc(C(=O)CC2(O)C(=O)N(CCc3ccccc3)c3ccc(Br)cc32)o1 (stereo unspecified)	-1.0	30.2	-0.2	-6.9	-1.4	2.3	11.4	14.6	8.4
O=C(NCc1n[nH]c(=S)n1-c1ccc(F)cc1)c1ccco1	-10.7	6.8	2.3	-0.1	5.0	7.3	-21.7	-1.1	-9.8
COc1ccc(C(C)=O)cc1CSc1nnc(-c2ccccc2O)n1-c1ccccc1	-19.1	22.6	-0.5	-1.8	5.5	1.7	0.6	10.5	-7.7
CCCCN(C(=O)Cc1cccs1)c1nnc(-c2cccnc2)s1	1.2	38.4	-5.3	-5.4	-2.8	-1.8	11.8	19.6	-8.7
NC(N)=Nc1nc2ccc([N+](=O)[O-])cc2[nH]1	0.0	7.0	-1.3	0.7	·	5.1	2.2	8.0	4.9
COc1cc(/C=N/NC(=O)c2cccnc2)ccc1OC(=O)c1ccc2c(c1)OCO2	5.7	-6.3	-3.1	-5.6	-4.6	0.4	0.4	-9.7	-6.8
COc1cc2c(cc1OC)C1=C(C#N)CN(CC(=O)O)CN1CC2	-8.4	-4.3	6.4	7.2	6.1	4.5	2.0	6.3	-1.3
O=C(Cc1ccccc1)N1N=C(c2ccncc2)CC1(O)C(F)(F)F (stereo unspecified)	·	8.9	-0.8	-1.0	·	-2.0	22.7	-5.0	3.0
CN(C)c1nc(N)nc(Cn2ccnc2)n1	-12.5	2.4	1.1	-5.9	-4.2	10.4	0.4	4.4	0.8
Cc1ccc(NC(=O)CCC(=O)N/N=C/c2coc3ccccc3c2=O)cc1	·	12.0	-3.7	-1.6	·	8.3	64.0*	13.7	1.3
CC(C)Cn1c(N)c(C(=O)NCCN2CCOCC2)c2nc3ccccc3nc21	-6.4	-24.5	8.8	94.9*	5.2	-1.5	43.2	14.8	3.3
Cc1cc(C)cc(N(C(=O)Cc2cccs2)C(C(=O)NC2CCCCC2)c2ccccn2)c1 (stereo unspecified)	-2.5	1.0	·	1.6	3.9	-0.7	-0.6	-9.9	-2.3
CCC(CC)c1nnc(NC(=O)C2=NNC(=O)CC2)s1	8.9	5.0	1.8	-1.2	-4.5	4.1	12.6	5.5	-5.7
Cc1ccccc1N=C1N=C(N)c2ccccc21	-11.1	4.4	0.7	2.0	1.5	1.2	0.6	11.5	-6.2
COc1nsnc1N1CCOCC1	8.0	-13.8	-1.2	-3.1	-1.5	0.2	17.3	1.8	-10.9
COC(=O)/C(C#N)=C/c1c(N2CCN(Cc3ccc4c(c3)OCO4)CC2)nc2c(C)cccn2c1=O	1.0	-6.2	-5.4	-7.1	·	1.4	4.7	-20.9	-8.5
O=C(CNc1ccccc1-c1ccccc1)NCc1ccccc1	9.2	15.6	-3.5	4.3	4.0	-0.2	3.5	12.8	-2.8
CCOc1ccc(CCNC(=O)CSc2cc(=O)n(C)c3ccc(Cl)cc23)cc1OCC	-6.6	-34.5	-4.5	-7.7	0.9	-0.5	2.1	-0.3	-2.7
O=C(COC(=O)c1cc(Br)ccc1Cl)NC(=O)NCc1ccccc1	4.5	18.9	-3.0	1.2	6.6	1.6	1.6	-3.1	-2.7
O=C(N/N=C/c1cccs1)c1cccc(NC(=O)c2ccccc2Cl)c1	-4.9	-2.7	1.6	-5.5	2.6	4.6	0.0	6.7	-11.2
Cc1ccc(NC(=O)CCNS(=O)(=O)c2ccccc2)c(C(=O)c2ccccc2)c1	-7.4	3.6	-0.7	-1.7	6.2	-1.0	2.8	8.5	2.5

Compounds from the list above that contain a cyano group (5):
SMILES	Mdm2 ligase inh	NPY1 pot ag	Runt-CBFb FRET	Runt-SMMHC FRET	NPY Y1 blocker	p97 ATPase inh	Hck-Nef inh	NPY2 pot ag	RBBP9 inh
CN(C)c1nc(SCC#N)nc(N2CCOCC2)n1	-13.2	2.2	0.7	0.9	-3.7	1.7	1.3	5.6	-8.1
CCn1c(SCC(=O)Nc2sc3c(c2C#N)CCC(C(C)(C)C)C3)nnc1-c1ccco1 (stereo unspecified)	-12.1	5.2	-4.7	4.1	5.3	-1.2	2.2	-3.2	-14.0
Cc1c(C#N)c(=O)oc2ccc3ccccc3c12	5.6	6.2	70.6*	97.3*	-0.5	0.1	7.8	-3.7	-6.6
COc1cc2c(cc1OC)C1=C(C#N)CN(CC(=O)O)CN1CC2	-8.4	-4.3	6.4	7.2	6.1	4.5	2.0	6.3	-1.3
COC(=O)/C(C#N)=C/c1c(N2CCN(Cc3ccc4c(c3)OCO4)CC2)nc2c(C)cccn2c1=O	1.0	-6.2	-5.4	-7.1	·	1.4	4.7	-20.9	-8.5
